PGC1a acetyl inh: modulators of PGC1a acetylation. inhibition, % at 15.6 µM. AID 651687. 0.17% of 350,000 active. U2OS PGC1a acetylation, AlphaScreen anti-acetyl-lysine; with virally co-expressed GCN5 acetyltransferase;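 active means every replicate shows inhibition of at least 40%; inconclusive means mean inhibition at least 40% but some replicate below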;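 further: 0% = neutral control wells and 100% = positive control wells; some results beyond the cut were filed as inactive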
FN deposition inh: fibronectin deposition inhibition; AH1F fibroblasts, Alexa488-fibronectin deposition fluorescence, overnight; inhibition, % at 12.6 µM; 0.086% of 350,000 active;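 active means mean inhibition across replicates of 30% or more, regardless of how many single replicates reach that level; inconclusive means mean under 30% yet at least half of replicates reach 30%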;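 further: positive control wells lacked labelled fibronectin entirely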
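Material: AH1F fibroblast monolayer depositing Alexa488-labelled fibronectin into matrix | Input: 10000 AH1F cells/well | Medium: DMEM plus 2% serum, read in PBS | Reagent: Alexa488-fibronectin, 24 nM final in well | Compound dosing: One dose per compound, pinned | Schedule: 1 h adhesion, overnight exposure | Measured by: Fluorescence at 485 nm excitation, 525 nm emission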
PglD DTNB: blocks C. jejuni PglD acetyltransferase activity; purified PglD enzyme, DTNB colorimetric CoA detection; inhibition, % at 12.5 µM; 0.098% of 360,000 active; AID 602405; in the data active means inhibition above about 16%, passing the limit was not always enough; inconclusive means no clear call, values can overlap the other calls; further: strong numbers were not always called active
PAX8 reporter: lowers PAX8-driven luciferase in RMG-I cells; RMG-I TPO-luciferase reporter, SteadyGlo, 24 h; inhibition, % at 12.6 µM; 1.2% of 360,000 active;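 active means mean replicate inhibition at least 60% with every replicate also reaching 60%; inconclusive means only one of the two criteria is met; inactive means mean below 60% and not all replicates reaching 60%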;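 further: luciferase light reporting Pax8 driven TPO promoter activity; plate controls were median of neutral control wells for no effect and mitoxantrone controls for full effect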
LGR2 inh: blocks bursicon-induced cAMP signaling via Drosophila LGR2; HEK293 LGR2, CRE-luciferase, bursicon-stimulated, 4 h; 0.35% of 380,000 active; AID 720647; inhibition, % at 9.99 µM;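 active means drop in luminescence signal, shown as inhibition above about 50% in the replicate tests, limit read from the data, passing the limit was not always enough; inconclusive means probably only some replicates passing the limit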;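 further: agonist challenge used bursicon conditioned medium at about half maximal strength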
EWS-Fli inh: blocks EWS/Fli oncoprotein-driven transcription; inhibition, % at 12.6 µM; A673 NR0B1-luciferase reporter, viability-normalised; 0.67% of 350,000 active;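 active means mean inhibition of at least 50% after viability correction, with every replicate also passing that limit; inconclusive means mean reaches 50% but only one of two replicates passes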;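 further: firefly luciferase signal divided by Alamar Blue viability fluorescence both relative to DMSO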
ERAP1 HTS inh: inhibitors of human ERAP1 aminopeptidase | Q9NZ08 | recombinant ERAP1, Leu-AMC fluorescence, 60 min | inhibition, % at 10.7 µM | 0.15% of 340,000 active | AID 652197;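 active means mean replicate inhibition of at least 30%, or all replicates individually reaching that 30% level; inactive means mean below 30% and not every replicate reaching it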;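 further: 0% = neutral control wells and 100% = L-leucinethiol positive control wells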
Target sequence (Q9NZ08 whole entry, looked up): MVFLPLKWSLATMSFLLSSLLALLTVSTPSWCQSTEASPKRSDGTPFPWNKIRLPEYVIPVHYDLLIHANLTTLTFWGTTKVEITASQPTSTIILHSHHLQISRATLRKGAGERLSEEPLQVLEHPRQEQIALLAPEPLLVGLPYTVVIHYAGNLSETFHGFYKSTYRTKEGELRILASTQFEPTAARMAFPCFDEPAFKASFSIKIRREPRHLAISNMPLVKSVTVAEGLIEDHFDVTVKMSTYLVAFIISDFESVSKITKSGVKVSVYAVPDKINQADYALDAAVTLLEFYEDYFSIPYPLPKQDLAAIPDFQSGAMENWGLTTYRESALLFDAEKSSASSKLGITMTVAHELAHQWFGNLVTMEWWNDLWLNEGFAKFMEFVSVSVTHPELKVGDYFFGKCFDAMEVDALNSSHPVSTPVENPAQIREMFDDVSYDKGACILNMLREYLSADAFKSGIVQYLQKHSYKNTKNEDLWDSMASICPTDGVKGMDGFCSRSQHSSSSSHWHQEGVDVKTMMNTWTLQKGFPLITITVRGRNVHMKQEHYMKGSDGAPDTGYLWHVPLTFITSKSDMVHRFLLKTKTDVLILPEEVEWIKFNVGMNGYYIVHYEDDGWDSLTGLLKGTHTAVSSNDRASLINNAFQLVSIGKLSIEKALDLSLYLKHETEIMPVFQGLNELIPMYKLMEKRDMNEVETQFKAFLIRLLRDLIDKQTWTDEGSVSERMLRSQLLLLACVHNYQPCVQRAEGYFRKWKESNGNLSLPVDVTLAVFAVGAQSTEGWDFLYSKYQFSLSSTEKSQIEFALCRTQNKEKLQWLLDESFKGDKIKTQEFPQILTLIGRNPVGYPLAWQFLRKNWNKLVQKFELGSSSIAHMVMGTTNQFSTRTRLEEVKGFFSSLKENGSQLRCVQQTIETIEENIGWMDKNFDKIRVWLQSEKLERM
S100A4 inh HTS: blocks human S100A4 binding to myosin IIA peptide | S100A4/TAMRA-MyoIIA peptide fluorescence polarization | P26447 | 0.14% of 360,000 active | inhibition, % at 10.7 µM | AID 652163;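 active means mean inhibition of at least 70% across replicates, with every replicate also reaching that level; inconclusive means mean inhibition reaches 70% but some replicates fall short; inactive means mean inhibition below 70%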
Target sequence (P26447 whole entry, looked up): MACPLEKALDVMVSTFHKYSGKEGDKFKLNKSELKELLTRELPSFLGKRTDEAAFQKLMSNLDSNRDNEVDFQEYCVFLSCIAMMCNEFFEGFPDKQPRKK
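Material: human S100A4 monomer with TAMRA-labelled myosin IIA peptide; buffer or medium: HEPES pH 7.2 with CaCl2, KCl, NaCl, DTT, Triton; compound dosing: one concentration per compound; schedule: 5 min incubation before reading; benchmarks: neutral control DMSO, positive control TFP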
* marks the source's active call; other numbers are inactive results; ? = inconclusive; . = not tested or not shown.

SMILES	PGC1a acetyl inh	FN deposition inh	PglD DTNB	PAX8 reporter	LGR2 inh	EWS-Fli inh	ERAP1 HTS inh	S100A4 inh HTS
CO[C@H]1CN(C)C(=O)c2cc(NC(C)=O)ccc2OC[C@@H](C)N(C(=O)C2CCC2)C[C@@H]1C	.	3	1	-2	12	-6	0	-9
COc1ccc(NC(=O)c2ccc3c(c2)C(=O)N(CC2CCCO2)C3=O)c(OC)c1 (centres undefined)	.	0	0	1	5	0	-3	3
CN1CCN(NC(=O)NC2CCCCC2)CC1	.	-4	0	-6	7	5	-1	-4
COc1ccc(S(=O)(=O)N(C)CC(=O)NCc2ccccc2)cc1OC	4	2	-3	10	-10	6	-5	0
COc1cc2cnc(-c3ccsc3)cc2cc1OC	.	11	-4	19	-69	-6	.	0
C[C@H](CO)N1C[C@H](C)[C@@H](CN(C)Cc2ccccn2)Oc2ncc(C#Cc3cccc(F)c3)cc2C1=O	-6	1	-1	.	-3	-4	0	0
COc1ccc(CNC(=O)[C@@H](Cc2ccccc2)NC(=O)[C@H]2O[C@@H](n3ccc(=O)[nH]c3=O)[C@H](O)[C@@H]2O)cc1	.	-1	.	-17	2	-4	2	-13
COc1ccc(S(=O)(=O)Nc2cc3c4c(c2)CC(=O)N4CCC3)cc1	-3	-7	-4	1	-2	11	2	0
COCC#Cc1ccc([C@@H]2[C@H](CO)N3C(=O)CN(C(=O)c4cccnc4)C[C@@H]23)cc1	-5	.	.	.	-10	11	2	-9
COc1ccc(C(=O)CSc2nnc(CN3CCCCC3)n2-c2ccc(F)cc2)cc1	.	5	.	7	14	5	-1	-3
CN(C)CC(=O)N1[C@H](CO)[C@H](c2ccccc2)C12CN(C(=O)c1ccccc1)C2	8	.	.	.	10	-3	1	9
Cc1ccccc1OCC(=O)OCC(=O)c1ccc[nH]1	.	-12	-4	-1	14	2	0	-2
COc1ccc(-n2c(=O)n(Cc3ccccc3)c(=O)c3[nH]cnc32)cc1	.	10	.	25	-8	14	0	-5
O=C(NCC1CCCN(Cc2cccc(OCCO)c2)C1)c1ccc(F)cc1 (centres undefined)	11	7	.	-2	5	6	.	-6
N#Cc1c(N)nc2c3c(sc(=N)c2c1N)NC(=O)CC3c1c(F)cccc1Cl (centres undefined)	-5	-1	5	10	.	.	.	.
CCCc1cc(C(=O)NCc2ccccc2)no1	-12	2	0	-112	-49	-33	4	9
CCn1c(SCC(=O)NC2CCCC2)nnc1-c1ccccn1	3	-1	-3	2	-5	.	-4	10
COc1ccc(CNc2cc(C)ccn2)cc1	-5	4	-3	-4	-27	-31	0	-5
COC(=O)/C(=C\c1ccc([N+](=O)[O-])o1)NC(=O)c1ccccc1	-7	13	1	10	.	.	.	.
COc1ccc(S(=O)(=O)N2CCOCC2)cc1NC(=O)CCCOc1ccc(C(C)=O)cc1	-1	10	-2	-5	-15	0	3	-3
Cc1n[nH]c(=O)c2c1nnn2Cc1ccccc1Cl	4	2	9	4	-6	6	-5	-5
CC(=O)c1c(C)[nH]c(C(=O)COC(=O)c2ccc(Cl)nc2)c1C	-2	-14	1	-21	25	-7	0	-9
COc1ccc(CCNC(=O)Cn2cnc3sc(C)c(-c4ccc(F)cc4)c3c2=O)cc1OC	.	2	-3	30	.	7	-1	-2
C[C@@H]1CN([C@H](C)CO)C(=O)c2cc(NC(=O)Cc3cn(C)c4ccccc34)ccc2O[C@H]1CN(C)C(=O)Nc1ccccc1	-7	.	4	3	10	-5	-3	-4
O=c1c(F)cn(C2CCCO2)c(=O)n1Cc1ccc(Cl)cc1 (centres undefined)	.	-16	.	-3	-6	-9	-1	-4
COc1ccc(NC(=S)NCCN2CCC(C)CC2)cc1Cl	.	6	.	1	-12	5	1	-1
CCc1cc(C(=O)N2CCCC(C(=O)c3ccc(OC)c(F)c3)C2)n(C)n1 (centres undefined)	-1	6	2	9	10	.	-4	4
CC1CCCCC1NC(=O)COC(=O)/C=C/c1ccc2c(c1)OCO2 (centres undefined)	.	0	-8	8	-13	.	.	.
CN1C[C@H]2[C@@H](c3ccccc31)[C@H](CO)N2C(=O)CN1CCOCC1	9	.	-1	10	5	1	-1	4
Cc1[nH]c(C)c(S(=O)(=O)N2CCC(C)CC2)c1C(=O)N1CCCC1	13	7	-2	-18	.	-2	1	3
COC(=O)[C@H]1[C@H](CO)[C@H]2Cn3c(ccc(-c4cccc(C(=O)N(C)C)c4)c3=O)[C@H]2N1C	-3	.	4	-7	-12	11	12	-36
C[C@@H]1CN([C@@H](C)CO)C(=O)c2cc(-c3ccc(C(=O)N(C)C)cc3)cnc2O[C@H]1CN(C)C(=O)c1ccncc1	5	-15	4	-5	7	2	-2	-4
CCOC(=O)c1ccc(CC2S/C(=C(\C#N)C(C)=O)NC2=O)cc1 (centres undefined)	-4	4	1	9	.	.	.	.
N#C/C(=C\c1ccc(Cl)cc1)c1n[nH]c(Cn2cncn2)n1	.	.	2	.	-5	.	1	0
c1ccc(-c2nc(NCc3cccs3)c3ccccc3n2)cc1	.	-1	-2	11	-19	14	-1	9
CCCC(=O)NC1CCCc2c1cnn2-c1ccc(C)c(C)c1 (centres undefined)	7	-6	6	-39	-9	-39	2	3
Cc1ccc(S(=O)(=O)N2CCCOC2CNC(=O)C(=O)NCCCn2ccnc2)cc1 (centres undefined)	.	-7	.	43	-1	4	14	-8
CN(C)C(=O)c1ccc(NC(=O)COC(=O)CC23CC4CC(CC(Br)(C4)C2)C3)cc1	.	-2	2	.	10	2	0	0
O=C(NCC(=O)N(CC1CCCO1)C(C(=O)NC1CCCCC1)c1ccccc1)c1cccs1 (centres undefined)	3	.	3	.	7	8	-8	-5
Cc1ccc(CN(C)c2ccc(S(=O)(=O)N3CCCC3)cn2)cc1	2	7	3	7	15	5	3	-1
CC(C)n1c(SC2CCOC2=O)nc2ccccc21 (centres undefined)	5	-4	1	17	.	.	.	.
CO[C@@H]1CN(C)C(=O)c2ccc(NC(C)=O)cc2OC[C@H](C)N(C(=O)c2ccc(F)cc2)C[C@H]1C	4	1	-2	-7	2	-11	0	-32
CC([NH2+][O-])C(C)(C)NO (centres undefined)	-7	0	0	7	.	.	.	.
CSc1cccc(NS(=O)(=O)c2ccc(C(C)=O)cc2)c1	10	-7	.	20	5	-6	.	-1
O=C(c1cccnc1)N1C[C@H]2[C@@H](c3ccccc31)[C@@H](CO)N2CC1CCCCC1	-3	.	0	0	-2	8	0	2

The closing 2 compounds of the section before lead into the next:
SMILES	PGC1a acetyl inh	FN deposition inh	PglD DTNB	PAX8 reporter	LGR2 inh	EWS-Fli inh	ERAP1 HTS inh	S100A4 inh HTS
CSc1cccc(NS(=O)(=O)c2ccc(C(C)=O)cc2)c1	10	-7	.	20	5	-6	.	-1
O=C(c1cccnc1)N1C[C@H]2[C@@H](c3ccccc31)[C@@H](CO)N2CC1CCCCC1	-3	.	0	0	-2	8	0	2
COc1ccc(F)cc1-c1cc(NC=O)c2ncc(-c3cc(OC)c(OC)c(OC)c3)n2c1	5	8	-4	90*	20	60*	4	3
CCn1c(SCc2ccccc2)nc2cc(OC)c(OC)cc2c1=O	7	22	-1	7	3	16	-3	1
COC(=O)[C@H](CCSC)NS(=O)(=O)c1ccccc1Br	.	-4	-3	-7	2	-4	-1	-3
Cc1ccc(S(=O)(=O)NCc2ccccc2NS(=O)(=O)c2ccc(C)cc2)cc1	.	-5	.	-3	6	-2	.	7
NC(=O)c1ccc(NC(=O)COC(=O)C2(c3ccccc3F)CCCC2)cc1	-2	-3	.	30	-7	8	0	6
O=C1CCc2cc(S(=O)(=O)N3CCC(C(=O)Nc4nccs4)CC3)ccc2N1	-6	-7	1	28	8	8	1	-5
CCOC(=O)C1(Cc2ccc(OC)cc2)CCN(C(=O)Cn2cnnn2)CC1	.	-1	.	-20	5	-7	-4	-6
COc1cc(NC(=O)c2cccc(NC3=NC4CS(=O)(=O)CC4S3)c2)cc(OC)c1OC (centres undefined)	-3	-2	-2	14	2	-8	4	4
O=C(CCN1CCCCC1)NCC[C@@H]1CC[C@@H](NC(=O)C2CC2)[C@@H](CO)O1	17	.	7	-5	-4	0	-2	-27
O=S(=O)(c1ccccc1)N1CCN(C(=S)Nc2ccc(F)cc2)CC1	5	6	2	9	-8	.	.	.
Cc1cc(C)c2[nH]c(=S)cc(C)c2c1	-2	-2	0	5	.	.	.	.
CC(C)(C)n1nnnc1C(c1cc2ccccc2o1)N1CCCC1 (centres undefined)	.	-8	.	-34	-10	-19	0	-4
OC(c1ccccc1)(c1ccccc1)C1CCN(CCCOc2ccc3c(c2)CCCC3)CC1	.	1	.	?	31	47	-1	3
O=C(N/N=C/c1cc(Br)cs1)c1c[nH]c2ccccc12	7	17	2	-124	-13	-32	-5	8
O=C(C[C@H]1CC[C@@H]2[C@H](COC[C@H](O)CN2C(=O)c2ccccc2F)O1)N1CCCCC1	3	-1	-4	-16	15	-2	3	0
CC1CCCN(C(=O)CN(C)S(=O)(=O)c2ccc3c(c2)c(=O)n(C)c(=O)n3C)C1 (centres undefined)	12	-11	-4	-2	-2	-3	6	-13
C[C@@H]1CN([C@H](C)CO)C(=O)c2cc(C#CC3(O)CCCC3)cnc2O[C@H]1CN(C)C(=O)CC1CC1	-1	-7	-1	.	-13	-8	-2	11
N#Cc1ccsc1NC(=O)COC(=O)CCCSc1nc2ccccc2s1	2	10	-3	-15	.	.	.	.

10 of the compounds above, with bars between the fields:
mol | PGC1a acetyl inh | FN deposition inh | PglD DTNB | PAX8 reporter | LGR2 inh | EWS-Fli inh | ERAP1 HTS inh | S100A4 inh HTS
O=C(CCN1CCCCC1)NCC[C@@H]1CC[C@@H](NC(=O)C2CC2)[C@@H](CO)O1 | 17 | . | 7 | -5 | -4 | 0 | -2 | -27
O=S(=O)(c1ccccc1)N1CCN(C(=S)Nc2ccc(F)cc2)CC1 | 5 | 6 | 2 | 9 | -8 | . | . | .
Cc1cc(C)c2[nH]c(=S)cc(C)c2c1 | -2 | -2 | 0 | 5 | . | . | . | .
CC(C)(C)n1nnnc1C(c1cc2ccccc2o1)N1CCCC1 (centres undefined) | . | -8 | . | -34 | -10 | -19 | 0 | -4
OC(c1ccccc1)(c1ccccc1)C1CCN(CCCOc2ccc3c(c2)CCCC3)CC1 | . | 1 | . | ? | 31 | 47 | -1 | 3
O=C(N/N=C/c1cc(Br)cs1)c1c[nH]c2ccccc12 | 7 | 17 | 2 | -124 | -13 | -32 | -5 | 8
O=C(C[C@H]1CC[C@@H]2[C@H](COC[C@H](O)CN2C(=O)c2ccccc2F)O1)N1CCCCC1 | 3 | -1 | -4 | -16 | 15 | -2 | 3 | 0
CC1CCCN(C(=O)CN(C)S(=O)(=O)c2ccc3c(c2)c(=O)n(C)c(=O)n3C)C1 (centres undefined) | 12 | -11 | -4 | -2 | -2 | -3 | 6 | -13
C[C@@H]1CN([C@H](C)CO)C(=O)c2cc(C#CC3(O)CCCC3)cnc2O[C@H]1CN(C)C(=O)CC1CC1 | -1 | -7 | -1 | . | -13 | -8 | -2 | 11
N#Cc1ccsc1NC(=O)COC(=O)CCCSc1nc2ccccc2s1 | 2 | 10 | -3 | -15 | . | . | . | .
